DENV2 CPE: DENV2-induced cell death inhibition; DENV2-infected cells, cytopathic effect rescue, plate reader; CPE inhibition, % at 9.99 µM; hit rate 1.7% among 350,000; AID 651640; in the data active means CPE inhibition above about 20%, passing the limit was not always enough; inconclusive means no clear call, values can overlap the other calls; tested in BHK-21 cells;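 further: 0% = median of neutral control wells and 100% = median of positive control wells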
Statin myotox sup: suppressors of simvastatin-induced myotoxicity in C2C12 myotubes. ATP luminescence, 48 h; scaled: DMSO 0, geranylgeraniol control 100. rescue of ATP level, % at 7.49 µM. hit rate 0.78% among 330,000. AID 602340;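 active means mean ATP rescue above about 67%, or every replicate alone reaching that limit, limit read from the data, passing the limit was not always enough; inconclusive means no clear call, values can overlap the other calls; inactive means mean under the limit and some replicate under it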;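 further: myotubes were challenged with 10 µM simvastatin during compound exposure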
E-sel inducer: E-selectin induction on HUVECs; activation, % at 7.58 µM; P16581; hit rate 0.37% among 260,000; AID 686992; HUVEC E-selectin immunofluorescence imaging; normalized: neutral wells 0, TNF-alpha wells 100;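 active means mean E-selectin-positive cell signal at least 10% of the positive control, reached in at least 60% of replicates, without over 20% cell loss; inconclusive means no rule given, readout overlaps actives, possibly toxicity-flagged; inactive means the rest, including those meeting only one limit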;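 further: in these data hits start at about 27%; measured in HUVEC primary endothelial cells; signal is the percent of cells scored E-selectin positive by PE staining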
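Read-out basis: % PE-positive cells; Test system: HUVEC primary endothelial cells; Technique: immunofluorescence imaging; Dosing: single-point compound dose.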
SIRT5 inh: sirtuin-5 (human) deacylase inhibition; Q9NXA8; Purified SirT5, succinyl-peptide AMC, trypsin-coupled fluorescence; inhibition, % at 15 µM; hit rate 1.1% among 330,000; in the data active means inhibition above about 15%; inconclusive means no clear call, values can overlap the other calls
Target sequence (Q9NXA8 whole entry, looked up): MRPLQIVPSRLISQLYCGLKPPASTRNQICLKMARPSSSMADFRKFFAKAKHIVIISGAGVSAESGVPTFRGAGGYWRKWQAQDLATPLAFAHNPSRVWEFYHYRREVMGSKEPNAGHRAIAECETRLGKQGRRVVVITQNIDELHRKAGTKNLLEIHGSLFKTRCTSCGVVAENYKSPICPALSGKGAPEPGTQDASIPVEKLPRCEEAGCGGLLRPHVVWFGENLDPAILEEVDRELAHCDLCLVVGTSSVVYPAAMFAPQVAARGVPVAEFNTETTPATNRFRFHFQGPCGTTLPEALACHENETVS
PglD inh: PglD (C. jejuni) enzyme inhibition | purified PglD enzyme, DTNB colorimetric CoA detection | inhibition, % at 12.5 µM | hit rate 0.098% among 360,000; in the data active means inhibition above about 16%, passing the limit was not always enough; inconclusive means no clear call, values can overlap the other calls; further: strong numbers were not always called active
ERp5 block: ERp5 (human) disulfide isomerase inhibition | ERp5 insulin aggregation, absorbance 650 nm, 90 min | inhibition, % at 9.99 µM | hit rate 0.05% among 350,000 | AID 651711;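 active means mean replicate inhibition above about 25%, with every replicate also reaching it, limit read from the data, passing the limit was not always enough; inconclusive means only one of those two criteria met; inactive means neither criterion met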
Target sequence (Q15084 whole entry, looked up): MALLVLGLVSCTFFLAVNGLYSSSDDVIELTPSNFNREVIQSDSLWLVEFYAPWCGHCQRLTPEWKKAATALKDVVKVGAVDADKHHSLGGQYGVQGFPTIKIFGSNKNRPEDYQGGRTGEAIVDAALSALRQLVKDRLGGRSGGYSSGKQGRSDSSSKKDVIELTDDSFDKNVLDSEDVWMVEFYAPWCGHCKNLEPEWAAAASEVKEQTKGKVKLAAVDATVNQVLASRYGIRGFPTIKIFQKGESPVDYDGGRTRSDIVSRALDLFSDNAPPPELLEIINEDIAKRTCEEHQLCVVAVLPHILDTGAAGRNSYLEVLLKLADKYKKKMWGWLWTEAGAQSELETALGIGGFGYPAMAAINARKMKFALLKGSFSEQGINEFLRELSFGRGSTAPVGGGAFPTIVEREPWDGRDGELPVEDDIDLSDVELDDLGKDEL
S100A4 inh HTS: S100A4-myosin IIA interaction inhibition | AID 652163 | P26447 | S100A4/TAMRA-MyoIIA peptide fluorescence polarization | inhibition, % at 10.7 µM | hit rate 0.14% among 360,000;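 active means mean inhibition of at least 70% across replicates, with every replicate also reaching that level; inconclusive means mean inhibition reaches 70% but some replicates fall short; inactive means mean inhibition below 70%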
Target sequence (P26447 whole entry, looked up): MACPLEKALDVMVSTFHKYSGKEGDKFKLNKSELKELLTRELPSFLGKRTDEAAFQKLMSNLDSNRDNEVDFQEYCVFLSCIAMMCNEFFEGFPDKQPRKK
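incubation = readout 5 min after mixing, signal stable up to 60 min | system = S100A4 monomer protein | buffer or medium = HEPES pH 7.2 with CaCl2, KCl, NaCl, DTT, Triton | benchmarks = neutral control DMSO, positive control TFP | also added = fluorescent myosin IIA peptide, 5 nM | compound dosing = one concentration per compound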
Starred values were filed as active, the others as inactive; ? = inconclusive; . = not tested or not shown. This is a subset (hit frequency here may not be typical).

structure	DENV2 CPE	Statin myotox sup	E-sel inducer	SIRT5 inh	PglD inh	ERp5 block	S100A4 inh HTS
COc1ccc(CNC(=O)c2cccc(NC3=NC4CS(=O)(=O)CC4S3)c2)cc1 (configuration not stated)	-3	1	0.1	-1	-4	5	5
Cc1ccccc1-c1cn(-c2ccccc2)c(=S)[nH]1	-7	-4	0.1	.	-2	4	3
COc1ccc(C2CC(=O)N(CC(=O)NCC3CCCO3)c3ccccc3S2)cc1 (configuration not stated)	2	.	.	1	.	-5	-3
COc1ccc2c3c(n(C)c2c1)[C@H](CO)N(S(C)(=O)=O)CC31CCN(C(=O)Nc2cccc(F)c2)CC1	?	.	0.1	0	.	-2	1
CCc1cccc(C)c1NC(=O)CSc1nc2ccccc2n1CC(=O)N(C)C	1	16	.	-1	-3	5	-4
Cc1noc(C)c1NC(=O)N(C)C[C@@H]1OCCCC[C@@H](C)Oc2ccc(NC(=O)Nc3ccccc3)cc2C(=O)N([C@@H](C)CO)C[C@@H]1C	-1	.	-0.1	.	3	.	.
Cc1ccc(NC(=O)COC(=O)c2ccc(NC(=O)CC#N)cc2)cc1S(=O)(=O)N1CCOCC1	-11	0	.	9	1	4	14
COCC#Cc1ccc([C@@H]2[C@H]3CN(C(=O)C4CC4)CC(=O)N3[C@H]2CO)cc1	0	.	-0.1	1	.	-1	-9
O=C(C1CCCCC1)N1CCC2CC1c1cc(-c3ccc4c(c3)OCO4)ccc12 (configuration not stated)	-5	11	-3.2	-2	-1	3	-1
Cc1ccc(S(=O)(=O)Nc2cccc3c2O[C@H](CN(C)S(=O)(=O)c2ccc(F)cc2)[C@@H](C)CN([C@H](C)CO)C3=O)cc1	19	-8	-0.6	.	-2	.	.
CCOC1CCCc2oc(-c3ccsc3)c(-c3cnc(OC)nc3)c21 (configuration not stated)	.	.	0.4	-1	.	2	-2
C[C@@H]1CN([C@H](C)CO)C(=O)c2cc(NC(=O)Cc3ccccc3)ccc2O[C@@H](C)CCCCO[C@@H]1CN(C)S(C)(=O)=O	-9	-29	-0.2	-4	6	-5	4
CCOCCCNc1nc(C(F)(F)F)nc2c1nnn2Cc1ccccc1Cl	-3	8	0.1	-3	2	-2	-1
C/C=C(\NC(C)=O)c1ccccc1	-7	8	0.0	.	0	-5	0
CCc1ccc2c(c1)C(=O)c1ccccc1C2=O	-1	.	.	7	.	-5	3
O=C(COC(=O)Cn1cnc2ccccc2c1=O)NNC(=O)c1ccc(Br)cc1	0	9	0.5	-2	7	1	6
CC1=CC(=O)CC(C)(C)[C@@]1(O)/C=C/[C@@H](C)O[C@@H]1O[C@H](CO)[C@@H](O)[C@H](O)[C@H]1O	7	3	.	-3	-2	2	-4
O=C(C[C@H]1C[C@H]2c3cc(NC(=O)C4CCOCC4)ccc3O[C@H]2[C@@H](CO)O1)NCc1cccnc1	6	4	-0.1	-1	1	-1	-2
Cc1cc(Cn2nc(-c3ccccc3C)cc2C(=O)O)on1	3	7	-0.1	.	6	1	-15
Cc1ccc(C2C(C(=O)c3cc4ccccc4o3)=C(O)C(=O)N2CCN(C)C)o1 (configuration not stated)	0	3	-0.4	0	-8	0	-20
CNC(=S)N(CCc1c(C)[nH]c2ccc(Cl)cc12)Cc1cccnc1	0	-6	.	-4	5	2	1
CCN1CCN(c2cc(C)c3cc(NC(=S)NCCCOC)ccc3n2)CC1	-8	-6	-0.2	-2	6	1	2
Cc1ccc(C2OC3=C(C(=O)CC(C)(C)C3)C(N)=C2C#N)o1 (configuration not stated)	4	.	0.8	9	.	5	-5
CC(C)(C)NC(=O)C(=O)NN=C1CCCCCCC1	?	-8	0.1	5	-1	2	5
N#CC(C#N)=Cc1ccc(-c2ccc(S(=O)(=O)N=C(N)N)cc2)o1	-5	.	-0.3	-5	6	1	11
CCc1ccc(NC(=O)C(=O)NCc2ccccn2)cc1	6	.	2.5	.	.	2	3
Cc1ccc(NC(=O)CC(C)CC2=NS(=O)(=O)c3ccccc3N2)cc1 (configuration not stated)	2	0	1.6	-4	.	-1	2
C/C=C/c1ccc2c(c1)O[C@H](CN(C)C(=O)Nc1ccc(OC)cc1)[C@H](C)CN([C@H](C)CO)S2(=O)=O	21	-3	0.1	3	-2	-6	1
CCCNC(=O)N1C[C@@H](C)[C@H](OC)CN(C)C(=O)c2cc(NS(C)(=O)=O)ccc2OC[C@@H]1C	12	-3	0.8	-2	0	0	-10
Cn1cnc(S(=O)(=O)N2CC[C@@H]3[C@H]2c2cc(C#CC4CCCC4)ccc2N[C@@H]3CO)c1	-7	.	2.3	-3	.	5	-5
C[C@@H]1CN([C@@H](C)CO)C(=O)Cc2cc(NC(=O)NC3CCCCC3)ccc2O[C@H]1CN(C)S(=O)(=O)c1ccccc1	0	17	-0.1	1	0	2	11
COc1ccccc1CC(=O)Nc1ccc(S(=O)(=O)N2CCCCC2)cc1	-5	3	.	-7	.	2	-9
O=c1c2[nH]cnc2n(-c2cccc(Br)c2)c(=O)n1Cc1ccccc1	-3	3	.	-3	2	-3	-2
S=C(NCCc1ccccc1)Nc1nccs1	1	0	0.1	.	0	3	-12
COc1ccccc1C#Cc1cnc2c(c1)C(=O)N([C@@H](C)CO)C[C@H](C)[C@H](CN(C)C(C)=O)O2	12	-3	-0.2	-3	3	-6	-7
O=S(=O)(c1ccccc1)N1CC2(C1)[C@@H](c1ccccc1)[C@@H](CO)N2CC1CCOCC1	3	.	0.3	-2	.	10	5
COc1ccc(S(=O)(=O)Nc2ccc3c(c2)CC(=O)N([C@H](C)CO)C[C@@H](C)[C@H](CN(C)C(=O)Nc2ccc4c(c2)OCO4)O3)cc1	9	26	0.0	10	-3	-2	7
COc1ccc(Cl)cc1S(=O)(=O)N1CCCC1=O	7	9	.	3	.	-8	-2
COc1ccc(C(=O)OCC2CC(c3ccccc3)=NO2)cc1OC (configuration not stated)	8	.	0.2	-2	.	2	-2
COc1ccccc1NS(=O)(=O)c1cccc(N=C2N=C(N)c3ccccc32)c1	6	.	0.1	0	6	-2	1
Cc1cc(/C=N/Nc2nc(N3CCOCC3)nc(N3CCOCC3)n2)c(C)n1-c1ccccc1	1	.	.	.	.	6	-29
Cc1ccc(OCCC(=O)NNC(=O)c2ccccc2F)cc1	9	5	-0.1	-1	-6	-7	-2
COc1ccc(CNC(=O)C[C@@H]2C[C@@H]3c4cc(NC(=O)CC5CC5)ccc4O[C@@H]3[C@H](CO)O2)cc1	-6	-3	-0.5	.	6	.	.
CCC(CC)C(=O)Nc1ccc(Sc2ccc([N+](=O)[O-])cc2)cc1	-3	-33	.	0	-3	1	4
CNc1ncc(Cc2ccccc2)s1	6	.	.	.	-4	3	-2

An excerpt from above in order of their number in S100A4 inh HTS, ascending.
structure,SIRT5 inh,PglD inh,ERp5 block,S100A4 inh HTS
COc1ccccc1C#Cc1cnc2c(c1)C(=O)N([C@@H](C)CO)C[C@H](C)[C@H](CN(C)C(C)=O)O2,-3,3,-6,-7
COc1ccc(Cl)cc1S(=O)(=O)N1CCCC1=O,3,.,-8,-2
O=S(=O)(c1ccccc1)N1CC2(C1)[C@@H](c1ccccc1)[C@@H](CO)N2CC1CCOCC1,-2,.,10,5

The results go on.
structure	DENV2 CPE	Statin myotox sup	E-sel inducer	SIRT5 inh	PglD inh	ERp5 block	S100A4 inh HTS
COc1ccc(C(=O)NCc2cccc(Cl)c2)cc1S(=O)(=O)N1CCOCC1	-3	-3	0.4	-2	-8	-13	2
COc1cccc(CSc2nnc(C(F)(F)F)n2Cc2ccc(F)cc2)c1	10	.	.	-3	.	-5	-2
COc1ccc(S(=O)(=O)NNC(=O)Nc2ccccc2OC)c(OC)c1	1	7	-2.1	0	-2	1	-3
O=C(COC(=O)CNS(=O)(=O)c1ccc(F)c(F)c1F)NCCc1ccccc1	-7	.	0.1	-5	-3	2	-3
COc1c(C)cc(C(=O)C2CCCN(C(=O)c3cc(C4CC4)[nH]n3)C2)cc1C (configuration not stated)	-6	21	.	-3	-1	3	-6
CN(CC(=O)Nc1ccc(SC(F)F)cc1)C1CCCCC1	.	.	.	-2	.	4	-3
C[C@@H]1CCCCO[C@@H](CN(C)S(=O)(=O)c2ccc(F)cc2)[C@@H](C)CN([C@H](C)CO)C(=O)c2cc(NS(=O)(=O)c3ccccc3)ccc2O1	-3	34	0.0	6	4	-1	-1
C[C@@H]1CN([C@H](C)CO)S(=O)(=O)c2ccc(C3=CCCC3)cc2O[C@@H]1CN(C)Cc1ccccc1F	8	-85	0.2	-5	-3	0	0
COc1ccc(NC(=O)Cn2c(-c3ccccc3)cc(C(C)=O)c2C)c(OC)c1	.	.	0.1	-11	.	6	-34
Cc1cc(OCC(=O)Nc2ccccn2)c2c(C)c(C)c(=O)oc2c1	4	27	.	-3	0	4	-4
O=C(CCCCCNC(=O)c1ccccc1)N/N=C/c1ccco1	.	9	.	-1	-2	-3	3
CCOC(=O)N1CCN(C(=O)COC(=O)Cc2ccc(OC)cc2)CC1	5	3	0.2	-1	6	-1	-5
COc1ccc(NC(=O)Nc2ccc3c(c2)C(=O)N([C@@H](C)CO)C[C@H](C)[C@H](CN(C)S(=O)(=O)c2ccc(C)cc2)OCCCC[C@@H](C)O3)cc1	8	.	-0.7	3	-7	-4	1
C[C@@H]1CN([C@H](C)CO)C(=O)c2cccc(NC(=O)CCCCCC(=O)Nc3ccccc3N)c2O[C@H]1CN(C)S(=O)(=O)c1ccc(Cl)cc1	-1	-99	0.1	5	.	-1	2
CCCCCC(=O)N1C[C@H](O)[C@@H](n2cc(-c3ccc(F)cc3)nn2)C[C@@H]1c1ccccc1	-10	-9	0.4	.	.	2	5
CCOC(=O)c1cnn(-c2ncnc3sc4c(c23)CCC4)c1N	5	.	.	-4	.	0	8
O=C(Nc1ccccc1)N1CCCCN2[C@@H](CO)[C@@H](c3ccc(-c4ccccc4)cc3)[C@@H]2C1	-3	.	-0.2	7	9	-7	3
CCCC(=O)Nc1ccc2c(c1)C(=O)N(C)C[C@@H](OC)[C@H](C)CN(Cc1ccccn1)[C@@H](C)CO2	10	16	-0.1	5	0	-2	-2
C[C@H](CO)N1C[C@H](C)[C@H](CN(C)C(=O)Nc2ccc(C(F)(F)F)cc2)Oc2ccc(NS(=O)(=O)c3ccc(Cl)cc3)cc2CC1=O	-4	16	-0.1	-4	-3	2	9
CCC(=O)Nc1ccc2c(c1)C(=O)N(C)C[C@@H](OC)[C@H](C)CN[C@H](C)CO2	-3	8	0.1	-12	0	5	-2
C=C(C)CNC(=S)Nc1nc2c(cc1C(=O)OCC)CCCC2	-2	-4	0.3	0	-6	2	1
CN(C(=O)Nc1cnc2ccccc2c1)c1ccccc1	-4	-13	0.3	2	-1	0	-5
CCOc1ccc(Cl)cc1CNCCCSc1ncccn1	4	-4	.	7	-2	5	1
S=C(Cc1ccc(Cl)cc1)N1CCOCC1	2	-4	-0.1	-4	.	-6	-3
COCCN(Cc1cn[nH]c1-c1ccc2cc(OC)ccc2c1)C(C)C	0	1	.	.	-8	3	-3
O=C(CSc1nnc(NC(=O)c2c(F)cccc2F)s1)NC1CCCC1	9	-4	.	0	0	-2	2
Cc1onc(-c2ccccc2)c1C(=O)NC(=S)NNC(=O)c1ccco1	-7	.	0.1	2	-1	-3	1
CC(=O)c1ccc(S(=O)(=O)Nc2ccc3c(c2)OCO3)cc1	-2	7	0.2	-6	1	-1	3
Cc1ccc(C2=NN(CCC(=O)NCCCN3CCOCC3)C(=O)CC2)cc1	-8	4	.	1	2	5	-7
CCC(=O)N1CCCC(C(=O)Nc2ccc3cn[nH]c3c2)CC1 (configuration not stated)	-14	15	1.0	0	2	5	-18
Cc1ccc(S(=O)(=O)CCC(=O)OC(C)C(=O)NC2CCCCC2C)cc1 (configuration not stated)	12	1	-0.2	-2	1	3	6

Source: PubChem
